Compound activity: PubChem, several laboratories
TcdB inh = blocks C. difficile toxin B glycohydrolase activity; P18177; TcdB glycohydrolase enzymatic assay, plate reader; 350,000 compounds, 0.24% hits; inhibition, % at 9.99 µM; AID 652162; in the data active means inhibition above about 10%
PfHsp40 yeast = restores yeast growth despite PfHsp40 toxicity; S. cerevisiae expressing PfHsp40, growth rescue, ATP luminescence; growth rescue, % at 12.5 µM; 340,000 compounds, 0.68% hits; AID 504582; in the data active means growth rescue above about 28%, passing the limit was not always enough; inconclusive means no clear call, values can overlap the other calls;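 further: yeast W303a lacking pdr1 and pdr3 grown in galactose medium; growth measured after three days at 30 °C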
Yp Topo-I inh = Y. pestis Topo-I inhibition via cleavage products; 360,000 compounds, 0.064% hits; Y. pestis Topo-I cleavage product accumulation, plate reader; activity, % at 10 µM; in the data active means activity above about 50%, passing the limit was not always enough; inconclusive means no clear call, values can overlap the other calls; further: inactives centre near 2
Anthrax LF inh2 = anthrax lethal factor protease inhibition. P15917. multiplex microsphere protease cleavage assay, LF. inhibition, % at 10 µM. 360,000 compounds, 0.12% hits. AID 588501; further: plate controls were buffer without enzyme for full effect and enzyme alone for no effect
Target sequence (P15917 whole entry, looked up): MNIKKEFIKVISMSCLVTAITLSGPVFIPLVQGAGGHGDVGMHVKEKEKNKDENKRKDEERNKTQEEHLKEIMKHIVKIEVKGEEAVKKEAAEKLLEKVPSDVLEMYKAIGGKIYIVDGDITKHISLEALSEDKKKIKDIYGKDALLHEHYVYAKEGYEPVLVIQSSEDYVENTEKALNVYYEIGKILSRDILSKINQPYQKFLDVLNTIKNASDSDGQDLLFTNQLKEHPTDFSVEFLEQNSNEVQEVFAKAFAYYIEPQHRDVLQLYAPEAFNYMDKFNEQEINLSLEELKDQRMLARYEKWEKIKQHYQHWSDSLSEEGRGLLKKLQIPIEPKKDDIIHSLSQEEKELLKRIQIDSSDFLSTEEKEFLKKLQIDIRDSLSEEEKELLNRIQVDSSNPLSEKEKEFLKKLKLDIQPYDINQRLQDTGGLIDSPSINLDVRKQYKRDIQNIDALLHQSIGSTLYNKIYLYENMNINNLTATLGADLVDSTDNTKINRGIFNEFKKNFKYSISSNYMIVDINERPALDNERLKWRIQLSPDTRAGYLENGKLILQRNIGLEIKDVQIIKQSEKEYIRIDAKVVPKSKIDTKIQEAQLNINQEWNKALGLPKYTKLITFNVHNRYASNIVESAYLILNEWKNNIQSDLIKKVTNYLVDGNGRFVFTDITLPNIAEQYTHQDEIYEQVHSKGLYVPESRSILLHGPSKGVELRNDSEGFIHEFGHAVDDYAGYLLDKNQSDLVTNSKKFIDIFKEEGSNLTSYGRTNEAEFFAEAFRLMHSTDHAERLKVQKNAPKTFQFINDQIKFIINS
3CLpro inhibitor = SARS-CoV 3CLpro protease inhibition; P0C6X7; recombinant SARS-CoV 3CLpro, quenched FRET peptide cleavage; inhibition, % at 6 µM; 290,000 compounds, 0.14% hits; in the data active means inhibition above about 12%
BoNT-A LC inh2 = inhibitors of Botulinum neurotoxin A light chain protease; AID 588499; multiplex microsphere protease substrate cleavage, flow cytometry; inhibition, % at 10 µM; 360,000 compounds, 0.17% hits; further: plate controls were buffer without enzyme for full effect and enzyme alone for no effect
PriA SSB inh = K. pneumoniae PriA-SSBct interaction inhibition; inhibition, % at 33 µM; AlphaScreen SSBct-PriA binding, biotinylated peptide; 430,000 compounds, 0.6% hits; in the data active means inhibition mostly above about 37%, no sharp cut-off; inactive means mostly below about 20%;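 further: plate controls were negative control peptide for no effect and reference peptide for full effect; strong numbers were not always called active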
Vc quorum ag = quorum light induction in luxS cqsA deficient V. cholerae; V. cholerae BH1578 lux reporter, luminescence, 6 h; activation, % at 18.7 µM; 350,000 compounds, 0.16% hits; in the data active means activation mostly above about 9.7%, no sharp cut-off; inconclusive means no clear call, values can overlap the other calls; inactive means mostly below about 3.7%; further: not every result past the cut was called active; inactives centre near 0; reference of the scale not given here
PrPC surface inh = cell surface PrPC inhibition, primary TR-FRET screen; 370,000 compounds, 0.43% hits; inhibition, % at 13.8 µM; AID 720596; TR-FRET read-out; in the data active means inhibition above about 24%; further: 0% = median of the test wells and 100% = reference compound wells
The depositor's hits bear a star; i = inactive; ? = inconclusive; · = no result given; & = joins results of further samples. Unless noted, no stated cut-off is given here; in the data, active means inhibition above about 30%; inconclusive means no clear call, values can overlap the other calls; inactive means below that.

SMILES	TcdB inh	PfHsp40 yeast	Yp Topo-I inh	Anthrax LF inh2	3CLpro inhibitor	BoNT-A LC inh2	PriA SSB inh	Vc quorum ag	PrPC surface inh
CC1(C)CC(=O)C=C(Nc2ccc(F)cc2F)C1	·	0.1	-4	-1	2	0.2	-21	-1.1	9
Cc1[nH]c2ccccc2c1SCCNC(=O)c1ccc(Br)o1	0.4	7.1	11	-7	6	-1.6	19	i	4
Cc1ccc(-c2cc3nc(NCCc4ccncc4)n(C)c(=O)c3s2)cc1	-0.7	·	31	-7	·	0.3	·	-0.1	6
CCNc1sc(C(=O)c2cccs2)c(N)c1C#N	·	-1.1	-5	1	2	2.2	-13	-1.0	-1
CN1CCC(=O)N(CCSc2ccc(Br)cc2)CC1	0.4	-2.1	0	0	·	0.3	-12	-0.3	-2
O=C(N/C(=C/c1ccco1)C(=O)N1CCCCCC1)c1ccccc1	1.3	0.4	8	4	-7	3.3	3	-0.3	-2
COc1ccc(Cn2cc(CN3CC(N4CCN(C)CC4)CS3(=O)=O)nn2)cc1 (stereo not given)	1.8	·	·	-2	·	-1.1	·	·	-1
Cc1cccc(NC(=O)c2ccc(C3SCC(=O)N3CCc3ccccc3)cc2)c1 (stereo not given)	0.7	9.3	1	2	0	0.9	-1	0.4	19
Cc1cc(N2CCOCC2)nc(NCc2ccccc2)n1	0.7	0.1	-4	-3	-3	0.2	-3	i	20
O=C(NCc1ccc(F)cc1)c1cc(C2CCCN(C(=O)c3ccc4ccccc4c3)C2)on1 (stereo not given)	0.9	·	33	0	·	-0.5	·	i	7
O=S(=O)(c1ccc(N2CCN(Cc3ccccc3)CC2)nc1)N1CCCC1	1.1	-0.8	33	-6	·	0.2	-6	2.5	1
O=C(O)CCSc1ccc([N+](=O)[O-])cc1[N+](=O)[O-]	1.0	·	0	2	1	0.4	-8	0.2	-44

Four of the compounds above, with values under each structure.
Values run as follows: TcdB inh	PfHsp40 yeast	Yp Topo-I inh	Anthrax LF inh2	3CLpro inhibitor	BoNT-A LC inh2	PriA SSB inh	Vc quorum ag	PrPC surface inh
> COc1ccc(Cn2cc(CN3CC(N4CCN(C)CC4)CS3(=O)=O)nn2)cc1 (stereo not given)
→ 1.8	·	·	-2	·	-1.1	·	·	-1
> Cc1cccc(NC(=O)c2ccc(C3SCC(=O)N3CCc3ccccc3)cc2)c1 (stereo not given)
→ 0.7	9.3	1	2	0	0.9	-1	0.4	19
> Cc1cc(N2CCOCC2)nc(NCc2ccccc2)n1
→ 0.7	0.1	-4	-3	-3	0.2	-3	i	20
> O=C(NCc1ccc(F)cc1)c1cc(C2CCCN(C(=O)c3ccc4ccccc4c3)C2)on1 (stereo not given)
→ 0.9	·	33	0	·	-0.5	·	i	7

Continued:
SMILES	TcdB inh	PfHsp40 yeast	Yp Topo-I inh	Anthrax LF inh2	3CLpro inhibitor	BoNT-A LC inh2	PriA SSB inh	Vc quorum ag	PrPC surface inh
Cc1cccc(-c2nnc(SCC(=O)c3ccc(O)cc3O)n2C)c1	-0.6	-0.7	4	1	-1	1.2	3	-0.1	-6
O=C(CCn1c(=O)[nH]c2ccccc2c1=O)NCCSCc1ccccc1	0.0	10	0	-4	6	-0.6	-10&-9	-0.2	-5
COc1ccccc1NC(=O)NC1(C(=O)NCC2CCCO2)CCCCC1 (stereo not given)	2.4	-0.4	-2	-5	-8	-5.5	-6	i	-1
CCOC(=O)c1ccc(NC(=O)[C@@H](NC(N)=O)C(C)C)cc1	-0.1	-2.0	2	1	-3	-0.4	-6	-0.2	4
CCCN(C)C1CN(Cc2cn(Cc3ccc(C(F)(F)F)cc3)nn2)S(=O)(=O)C1 (stereo not given)	-0.5	·	·	-7	·	-1.5	·	·	-4
C[C@H]1COC(=O)[C@H](CC(=O)OC(C)(C)C)C/C=C\C[C@@H](CC(=O)NCCO)C(=O)N1	0.7	-1.5	-7	-5	·	-0.3	-4	-3.6	5
COC(=O)c1cc(OC)c(OC)cc1NC(=O)c1cc(-c2ccccc2)nc2ccccc12	·	0.7	1	0	3	0.4	-10	-0.4	9
Cc1ccc2cc(NC(=O)c3ccccc3C)ccc2n1	2.0	1.7	2	1	5	-0.8	-3	-0.6	7
COc1cccc(OCc2cc(C(=O)N3CCNC(=O)C3Cc3ccccc3)no2)c1 (stereo not given)	1.8	0.3	8	-3	11	2.6	-4	i	0
O=C(N/N=C/c1ccncc1)c1ccccc1OCc1ccc(Br)cc1	0.6	0.9	36	-1	-8	-0.2	·	-0.3	-6
O=C(c1ccc2ccccc2c1)N1CCN(c2ccccc2)CC1	-1.0	1.2	9	-1	-3	?	1	i	2
COCc1ccc(C(=O)N2CCCC(Nc3ccc(F)c(F)c3)C2)s1 (stereo not given)	-0.5	1.6	3	-1	0	0.3	-1	i	-2
CCc1ccc(N(CC(=O)NC2CC2)S(=O)(=O)c2ccc(C)cc2)cc1	1.4	0.2	19	3	-3	-0.7	-10	4.3	-6
CC1CC(C)CN(S(=O)(=O)c2ccc(NC(=O)CCN3C(=O)C4CC=CCC4C3=O)cc2)C1 (stereo not given)	-0.6	1.5	13	10	·	0.7	-13	-8.1	6
O=C(O)CCNC1C=CS(=O)(=O)C1 (stereo not given)	-0.7	-0.9	-2	-8	4	0.3	-16	-0.5	3
O=c1[nH]c2ccccc2[n+]([O-])c1-c1ccccc1	1.1	-0.5	-10	-8	3	0.1	2	-1.2	-20
COc1cc2cnc(-c3ccccc3)c(-c3ccc(C#N)cc3)c2cc1OC	-0.2	1.4	6	3	·	0.5	-9	i	-1
O=C(O)CCN1C(=O)S/C(=C\c2cccnc2)C1=O	0.3	-0.1	4	7	-8	-0.3	-7	i	-17
CCc1ccc(Nc2nc(N3CCOCC3)nc(N3CCOCC3)n2)cc1	1.4	-1.6	-6	-2	5	1.8	8	-0.4	-2
O=C1C2=C(C(c3ccccc3)=NCCN2)C(c2cccc([N+](=O)[O-])c2)N1c1ccccc1 (stereo not given)	-1.6	-0.1	-13	-2	0	0.1	-14	i	-17
NNC(=O)c1[nH]c2ccc([N+](=O)[O-])cc2c1-c1ccccc1	0.0	-0.5	-8	-1	2	2.3	-11	-1.4	8
Cc1noc(C)c1COC(=O)c1cc(S(=O)(=O)N2CCOCC2)ccc1F	-0.2	0.7	8	2	·	-0.9	6	i	7
CCn1c(C)cc(O)cc1=O	0.8	0.3	4	-1	6	0.9	-11	-0.8	-2
COc1ccc(NC(=O)Cn2c(=O)oc3cc(S(=O)(=O)N4CCCC4)ccc32)c(OC)c1	0.5	-0.2	-1	-12	3	0.6	-4	-0.2	8
COC(=O)C1=C(c2cccc(OCc3ccccc3)c2)C[C@@H]2CC[C@H]1N2C(=O)NCc1ccc(OC)cc1	0.1	1.8	32	3	·	-0.8	8	i	4
Cc1ccc(S(=O)(=O)N2CCOC2CNC(=O)C(=O)NCc2cccnc2)cc1 (stereo not given)	0.5	-1.2	-6	-6	-1	-0.2	-10	-0.2	9
CC(=O)Nc1c(C(=O)N2CCCCCC2)cnn1-c1ccccc1	·	-1.7	3	1	1	0.2	-7	6.2	1
CCOC(=O)C(=O)Cc1nc2ccccc2s1	-1.1	0.6	-2	4	1	0.0	-4	-1.2	5
CN1CCN(c2nc(NCc3ccco3)nc(N)c2[N+](=O)[O-])CC1	0.2	0.4	-2	-13	-2	-9.3	6	i	-2
CC(=O)c1ccc(Nc2nc(N3CCOCC3)nc(N3CCOCC3)n2)cc1	1.4	0.8	4	-6	-5	-5.7	0	-0.2	-1
Cc1cccc(/C=C/c2nc3ccccc3c(=O)[nH]2)c1	-0.8	-0.1	6	-10	-5	-0.5	-5	i	-4
CCOC(=O)c1sc2ncnc(NCC(c3cccs3)N(C)C)c2c1C (stereo not given)	·	-0.9	-7	2	1	1.2	-8	-6.2	9
CC(=O)Nc1nc(C)c(Oc2ccc(Cl)cc2)c(=O)[nH]1	1.3	-1.4	1	5	-3	?	-8	-0.6	0
CCOC(=O)C1CCN(S(=O)(=O)c2ccc3c(c2)N(C)C(=O)CC(=O)N3C)CC1	0.9	-0.3	-1	0	-3	1.5	-17	-0.4	1
CC(C)[C@H](NC(=O)c1ccc(C(C)(C)C)cc1)C(=O)Nc1nnc(C2CC2)s1	·	-1.3	4	-7	-1	-0.4	-5	-1.4	13
O=C(CSc1nc(=O)[nH]c2c1CCCC2)Nc1ccc(F)cc1F	0.9	0.7	-2	2	·	3.9	-16	-0.3	7

4 records picked at random from those above, as already listed:
SMILES	TcdB inh	PfHsp40 yeast	Yp Topo-I inh	Anthrax LF inh2	3CLpro inhibitor	BoNT-A LC inh2	PriA SSB inh	Vc quorum ag	PrPC surface inh
CCOC(=O)c1sc2ncnc(NCC(c3cccs3)N(C)C)c2c1C (stereo not given)	·	-0.9	-7	2	1	1.2	-8	-6.2	9
CC(=O)Nc1nc(C)c(Oc2ccc(Cl)cc2)c(=O)[nH]1	1.3	-1.4	1	5	-3	?	-8	-0.6	0
Cc1cccc(/C=C/c2nc3ccccc3c(=O)[nH]2)c1	-0.8	-0.1	6	-10	-5	-0.5	-5	i	-4
CCOC(=O)C(=O)Cc1nc2ccccc2s1	-1.1	0.6	-2	4	1	0.0	-4	-1.2	5

(more compounds)
SMILES	TcdB inh	PfHsp40 yeast	Yp Topo-I inh	Anthrax LF inh2	3CLpro inhibitor	BoNT-A LC inh2	PriA SSB inh	Vc quorum ag	PrPC surface inh
Cc1ccc(C(=S)N2CCN(Cc3ccccc3)CC2)s1	0.1	0.8	5	1	2	0.8	18	-0.3	6
O=C(NCc1nnc(SCC(=O)N2CCCC2)o1)c1cccc(C(F)(F)F)c1	2.0	0.1	-4	-2	1	0.7	-14	i	-2
CCC(C)N(C(=O)CSc1ncnc2c1cnn2-c1ccccc1)C1CCS(=O)(=O)C1 (stereo not given)	0.7	0.3	6	2	·	1.7	-18	-0.7	0
COC(=O)Nc1ccc(S(=O)(=O)Nc2ncccn2)cc1	-1.6	0.4	5	-1	1	-0.9	-7	-0.3	1
Cc1cccc(N(C(=O)c2snc(C(N)=O)c2N)C(C(=O)NCC2CCCO2)c2ccc(N(C)C)cc2)c1C (stereo not given)	-0.4	-1.1	7	-1	5	0.7	-2	-0.5	-4
CCC(O)(CCN1CCCCC1)c1ccccc1 (stereo not given)	·	-0.4	5	3	5	1.0	-11	12	3
CC(Sc1cccc(C(F)(F)F)c1)C(=O)NC(N)=O (stereo not given)	·	1.2	8	5	·	-0.4	-5	i	-6
CCN(CC)CCn1c2c(c(SCC(=O)Nc3nc4ccccc4s3)nc1=O)CCC2	3.7	0.1	11	4	·	-0.9	3	-1.4	-12
Cc1cc(C)nc(N2CCCC(C(=O)NCCc3ccc(F)cc3)C2)n1 (stereo not given)	·	-1.0	-6	-2	6	1.3	-5	-2.0	-1
CCCCc1ccc(NS(=O)(=O)c2cccs2)cc1	·	0.9	-17	0	6	0.6	2&-31	-0.4	2

Three structures out of the list, sorted by length of the SMILES, descending:
SMILES	TcdB inh	PfHsp40 yeast	Yp Topo-I inh	Anthrax LF inh2	3CLpro inhibitor	BoNT-A LC inh2	PriA SSB inh	Vc quorum ag	PrPC surface inh
CCC(C)N(C(=O)CSc1ncnc2c1cnn2-c1ccccc1)C1CCS(=O)(=O)C1 (stereo not given)	0.7	0.3	6	2	·	1.7	-18	-0.7	0
Cc1ccc(C(=S)N2CCN(Cc3ccccc3)CC2)s1	0.1	0.8	5	1	2	0.8	18	-0.3	6
CCCCc1ccc(NS(=O)(=O)c2cccs2)cc1	·	0.9	-17	0	6	0.6	2&-31	-0.4	2

This is a subset; the hit share may differ from the screen's.
